GAA850 FXN act: frataxin GAA850 promoter activation. HEK293 lucGAA850 FXN promoter luciferase reporter, 24 h; percent of 10 µM SAHA response. activation, % at 6 µM. hit rate 0.56% among 360,000. AID 540364;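 active = activation above the average of all compounds screened plus 3 SD, cutoff fixed separately per campaign, cut at about 7.5% in these data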;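 also: 0% = DMSO wells and 100% = 10 µM SAHA wells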
GC-B act: GC-B (human) receptor activation. P20594. hit rate 0.11% among 370,000. activation, % at 10 µM. HEK293-GC-B cells, CNP EC30, cGMP TR-FRET; 0% at EC30 CNP, 100% saturating CNP. AID 1920062;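 active = activation at 10 µM reaching about 35% in either raw or pattern-adjusted values, limit read from the data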
SMARCA2 act: increases SMARCA2 function in MMTV reporter cells; AID 652017; MG213 cells, MMTV-luciferase reporter, dexamethasone, overnight; activation, % at 9.1 µM; hit rate 1% among 370,000; in the data active = activation above about 7.8%;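 also: 0% = vehicle wells and 100% = reference activator wells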
DAX1 inh-1: inhibitors of DAX1 repression of SF-1 activated StAR promoter; AID 652010; HEK293T StAR-luciferase reporter, SF-1/DAX-1 repression relief; inhibition, % at 6.8 µM; hit rate 1.1% among 370,000;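 active = inhibition above the mean over all tested compounds plus 3 SD, cut at about 3.6% in these data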;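 also: 0% = DAX-1 cells with DMSO and 100% = cells lacking DAX-1 with DMSO; higher inhibition means more luminescence from relief of DAX-1 repression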
ssDAF-12 act: activators of S. stercoralis DAF-12 nuclear receptor. HEK293 ssDAF-12/GRIP1 lit1-tk-luc reporter, luminescence; % of 3 µM dafachronic acid response. activation, % at 6.8 µM. hit rate 1% among 370,000. AID 652126;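 active = activation above the mean over all tested compounds plus 3 SD, cut at about 0.9% in these data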;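 also: 0% = DMSO-only wells and 100% = 3 µM delta7-dafachronic acid wells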
hgDAF-12 ag: activates the H. glycines DAF-12 receptor ligand-binding domain; activation, % at 6.8 µM; hit rate 1.8% among 370,000; HEK293 GAL4-hgDAF12 UAS-luciferase reporter, agonist luminescence; normalized to butyrate control; AID 687014;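 active = activation above a cutoff set at the mean of all screened compounds plus 3 SD, cut at about 10% in these data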;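 also: 0% = DMSO wells and 100% = sodium butyrate wells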
hcDAF12 agonist: H. contortus DAF-12 activation, primary screen. hit rate 1.4% among 370,000. HEK293 hcDAF-12 lit1-tk-luc reporter, luminescence; 0% DMSO, 100% Δ7-dafachronic acid. activation, % at 6.8 µM;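 active = activation above the mean of all tested compounds plus 3 SD, cut at about 5.5% in these data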;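 also: 100% = response to 3 µM Δ7-dafachronic acid high control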
DAX1 inh-2: inhibitors of human orphan nuclear receptor DAX1 (NR0B1); AID 504766; HEK293 Gal4-DAX1 luciferase reporter, luminescence; inhibition, % at 6.75 µM; hit rate 0.99% among 340,000;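 active = inhibition above the mean over all tested compounds plus 3 SD, cut at about 4.2% in these data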;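 also: 0% = DAX1-transfected cells with DMSO and 100% = empty-vector control cells with DMSO; inhibition shows as a rise in luminescence from relieved DAX1 repression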
Target sequence (P51843 207-470 limits assumed): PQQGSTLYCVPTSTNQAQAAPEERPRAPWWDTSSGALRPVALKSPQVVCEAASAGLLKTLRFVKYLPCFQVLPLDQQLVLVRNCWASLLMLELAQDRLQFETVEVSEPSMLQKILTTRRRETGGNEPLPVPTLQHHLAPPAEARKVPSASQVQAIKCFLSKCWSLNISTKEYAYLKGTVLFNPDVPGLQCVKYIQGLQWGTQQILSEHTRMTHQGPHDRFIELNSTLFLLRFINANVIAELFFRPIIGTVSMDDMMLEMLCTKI
HGIII-sPLA2 inh: Blocks human group III sPLA2 activity | QFRET BODIPY PC-A2 liposome hydrolysis, fluorescence | inhibition, % at 12.2 µM | hit rate 0.56% among 370,000 | AID 743126;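 active = inhibition above mean plus 3 SD of compounds lying within the high and low control bounds, cut at about 19% in these data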;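 also: 0% = median of test compound wells and 100% = no enzyme DMSO wells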
Target sequence (Q9NZ20 whole entry, looked up): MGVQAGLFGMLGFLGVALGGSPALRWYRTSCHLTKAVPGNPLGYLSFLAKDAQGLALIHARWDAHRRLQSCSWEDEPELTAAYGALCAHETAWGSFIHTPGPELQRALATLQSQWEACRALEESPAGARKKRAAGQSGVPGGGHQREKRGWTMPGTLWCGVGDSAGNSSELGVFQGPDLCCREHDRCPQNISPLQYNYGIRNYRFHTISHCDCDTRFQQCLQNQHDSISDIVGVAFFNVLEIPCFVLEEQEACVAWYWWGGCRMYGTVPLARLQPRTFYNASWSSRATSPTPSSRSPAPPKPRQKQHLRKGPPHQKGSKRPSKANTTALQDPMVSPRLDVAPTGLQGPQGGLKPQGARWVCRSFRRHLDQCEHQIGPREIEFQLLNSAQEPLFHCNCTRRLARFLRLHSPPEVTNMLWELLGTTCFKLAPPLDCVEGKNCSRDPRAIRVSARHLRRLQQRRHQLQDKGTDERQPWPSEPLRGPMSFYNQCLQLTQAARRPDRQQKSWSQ
NPR1 activator: GC-A (human) enzyme activation | activation, % at 10 µM | P16066 | HEK293 GC-A cells, cGMP TR-FRET, EC30 ANP; 0% at EC30 ANP, 100% saturating ANP | hit rate 0.14% among 370,000 | AID 1671463; in the data active = activation above about 40%
proKLK7 act: activators of human kallikrein-7 zymogen. hit rate 0.9% among 370,000. activation, % at 7 µM. purified proKLK7, EDANS-DABCYL substrate fluorescence; 100% is mature enzyme control, 0% vehicle;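 active = activation above the mean of all tested compounds plus 3 SD, computed per campaign excluding outliers beyond control limits, cut at about 13% in these data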
Target sequence (P49862 whole entry, looked up): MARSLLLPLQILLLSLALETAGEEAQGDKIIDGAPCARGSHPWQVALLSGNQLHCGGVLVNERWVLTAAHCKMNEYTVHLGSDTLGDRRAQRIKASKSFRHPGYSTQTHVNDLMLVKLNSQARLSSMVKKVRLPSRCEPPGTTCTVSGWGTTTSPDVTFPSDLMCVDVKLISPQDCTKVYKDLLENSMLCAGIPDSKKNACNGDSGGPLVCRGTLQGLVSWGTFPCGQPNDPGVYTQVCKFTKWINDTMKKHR
Starred values were filed as active, the others as inactive; nt = no result given.

Sequence of screens: proKLK7 act	NPR1 activator	DAX1 inh-2	HGIII-sPLA2 inh	hgDAF-12 ag	DAX1 inh-1	hcDAF12 agonist	GAA850 FXN act	ssDAF-12 act	SMARCA2 act	GC-B act
> CC(=O)c1nn(-c2cccc(Cl)c2)cc1C(=O)c1ccco1
→ -0.2	2	1.1	4	3.7	-0.4	-2.5	1.1	-0.8	-1	0
> COc1ccc(Cn2ccnc2)cc1[N+](=O)[O-]
→ -0.5	4	1.0	0	-1.4	-0.6	-0.9	2.9	-1.4	1	2
> Cc1cccc(N2C(=N)SCC2=O)c1C
→ -1.2	2	-1.5	8	5.8	0.2	-1.0	2.7	-1.3	0	0
> CN1CCN(S(=O)(=O)c2ccccc2)C(c2ccccc2)C1 (stereo unspecified)
→ -0.1	2	-0.2	3	1.0	2.9	1.4	-1.5	-1.3	0	0
> COc1cc2c(C(F)(F)F)c(-c3ccc(C#N)cc3)oc(=O)c2cc1OC
→ 1.2	3	0.5	0	-0.9	0.2	-1.6	3.3	-1.2	0	-6
> CCOc1cc(C(=O)Nn2cnnc2)cc(OCC)c1OCC
→ 0.2	2	0.2	-2	-2.7	-0.3	-0.4	1.5	-1.3	-1	7
> CCC(=O)NC1(Cc2ccc(O)cc2)CCCCC1
→ 0.4	-1	2.9	-1	-1.5	0.1	-2.4	2.0	-1.1	0	4
> Cn1c(-c2ccccc2)c(/C=N/NC(=O)c2ccc(O)cc2)c2ccccc21
→ -1.1	-15	8.7*	-10	14*	4.5*	0.8	3.0	-0.1	2	-2
> CC(=O)Nc1cccc(-c2cc(NC(C)=O)c3ncc(-c4cccc(C(C)=O)c4)n3c2)c1
→ 0.8	4	nt	-11	-1.6	-2.1	-2.3	-3.5	-1.2	8.9*	12
> Cc1cc(S(=O)(=O)N2CCOCC2)ccc1OCC(=O)Nc1ccccc1C(F)(F)F
→ -0.2	-6	1.2	4	-1.3	-0.2	-0.2	0.2	-1.1	-2	0
> COc1ccc(CN(C)C(=O)Cn2ccc(N)nc2=O)cc1OC
→ 0.3	1	0.3	4	0.1	-0.2	3.5	-0.2	-1.5	1	6
> Cc1c(C(=O)N2CCc3ccccc32)oc2c1C(=O)CC(C)(C)C2
→ 0.4	0	2.5	-2	7.9	4.0*	4.2	11*	0.6	5	0
> COc1ccccc1NC(=O)OCCN1CCCC12CCC(c1ccccc1)CC2 (stereo unspecified)
→ nt	-13	nt	-1	-2.6	nt	-0.3	nt	-1.5	nt	-11
> C[C@H](NC(=O)c1ccccc1Cl)C(=O)OCCOc1ccc(Cl)cc1
→ -0.1	4	1.5	1	5.6	-0.3	-0.7	-0.7	-1.6	2	-3
> O=C(NCc1cccc(Cl)c1)c1ccc(-c2cccnc2)c2ccoc12
→ 0.8	-4	nt	-14	-2.3	-0.3	-2.4	1.8	-1.5	0	2
> Clc1ccc(-c2nc3ccncc3[nH]2)cc1
→ -0.2	2	1.3	-12	7.6	2.4	2.7	5.1	-1.3	4	1
> COC(=O)/C(C#N)=C/c1c(N2CCN(c3ccccc3)CC2)nc2ccccn2c1=O
→ 3.1	-3	0.2	-6	7.9	0.1	-0.1	-0.7	-0.5	3	-3
> CC1CC(=O)NN=C1c1ccc(N)c([N+](=O)[O-])c1 (stereo unspecified)
→ 0.3	4	0.8	7	0.4	0.5	-0.4	4.9	-1.3	4	0
> Cc1cccc(NC(=S)NC(C)CCc2ccccc2)c1 (stereo unspecified)
→ -0.1	-1	0.2	13	0.3	-0.1	-1.4	3.7	-0.9	-2	3
> Cc1ccc(C)c(OC(C)C(=O)Nc2ccc(S(=O)(=O)Nc3nccs3)cc2)c1 (stereo unspecified)
→ -0.3	5	0.9	-41	0.7	0.3	3.3	1.2	-1.0	-2	0
> CCNC(=O)N1CCN(c2ccc(N3CCN(C(=O)NCC)[C@H](C)C3)c(C)c2)[C@H](C)C1
→ 0.5	-2	nt	9	0.3	-0.7	-3.5	nt	-1.0	-3	5
> CCCCN(C(=O)CC1OC(=O)c2ccccc21)c1c(N)n(CCCC)c(=O)[nH]c1=O (stereo unspecified)
→ -0.3	-1	-1.1	-5	0.3	0.3	-1.2	0.8	-1.2	2	2
> Cc1cccc(-c2noc(CN(C(=O)c3ccc4c(c3)OCO4)C(C)C)n2)c1
→ -0.5	-1	-0.6	-18	-3.2	-0.6	0.1	-0.3	-1.3	0	3
> O=c1c2ccccc2c(C=NC2CCS(=O)(=O)C2)c(O)n1-c1ccccc1 (stereo unspecified)
→ 14*	-4	1.6	-3	1.7	-0.4	-1.1	-1.5	-0.8	0	-6
> COc1ccc(NC(=O)c2ccc3c(c2)C(=O)N(Cc2ccncc2)C3=O)cc1S(N)(=O)=O
→ 0.0	2	-0.3	19	-1.6	-0.5	0.1	-0.4	-1.1	-3	-5
> COC(=O)c1ccc(NC(=O)C2CC3CCC2C3)cc1 (stereo unspecified)
→ 0.3	0	1.5	1	7.1	0.9	-0.4	4.1	-0.5	4	2
> Cc1ccc(C(=O)OCCN(C)Cc2ccccc2)cc1
→ 0.3	0	-0.8	7	-0.9	0.0	1.5	1.3	-0.5	-2	10
> COc1ccc(CN2CCN(C(=O)c3ccc(S(=O)(=O)N4CCCCCC4)cc3)CC2)cc1
→ 0.2	4	-2.6	-9	-4.9	-7.8	-3.0	-2.4	-1.9	-5	3
> CCSc1nnc(NC(=O)c2cccc(S(=O)(=O)N(C)c3ccc(C)cc3)c2)s1
→ 0.2	-1	-0.2	-12	0.2	0.0	-0.4	1.7	-0.8	-2	2
> COc1ccc(Cl)cc1-c1cc(C(=O)Nc2ccc(Br)cc2)[nH]n1
→ 2.0	16	nt	-10	-1.7	-0.4	-1.8	0.3	-1.9	-1	4
> CSc1nnc(Cc2ccc3c(c2)OCO3)o1
→ -0.8	2	-0.5	-1	-0.8	0.0	0.3	-2.6	-1.0	0	5
> O=C(CCc1nc2ccccc2c(=O)[nH]1)NCCN1C(=O)S/C(=C\c2ccccc2Cl)C1=O
→ 0.5	-1	1.5	2	-0.4	-1.4	-0.4	1.5	-0.8	1	-4
> CCN(CC)c1ccc(NC(=O)c2ccccc2F)cc1
→ 0.3	-2	0.2	11	14*	1.7	5.6*	-0.7	0.6	6	0
> COc1cc(Br)c(-c2sc(Nc3ccccc3)n[n+]2-c2ccc(F)cc2)cc1OC
→ 0.7	-6	1.4	-6	0.9	-0.6	2.0	-2.7	0.0	-1	-21
> COc1cccc(-c2noc(C3CCCN(C(=O)c4ccc(F)cc4F)C3)n2)c1 (stereo unspecified)
→ 0.5	0	-0.1	3	0.3	-0.8	-1.9	3.3	-1.6	-1	0
> CN1C(=O)NC(NC(=O)c2ccco2)(C(F)(F)F)C1=O (stereo unspecified)
→ 0.7	-7	-1.2	9	-5.1	0.9	-0.8	1.1	-1.5	-3	3
> COCCn1c(SCc2nnc(-c3ccc(OC)c(OC)c3)o2)nnc1-c1ccncc1
→ 0.0	-2	-0.6	5	-3.9	-0.3	-2.8	-0.2	-1.6	-7	0
> CCCCCCCCN1[C@@H](CC(=O)O)c2cc(F)ccc2S1(=O)=O
→ -0.1	5	0.0	-7	2.0	1.6	-1.1	2.4	-1.4	0	4
> CC(=O)Oc1ccc2c(c1)C(=O)c1ccccc1CO2
→ -7.7	-2	-0.4	-6	2.3	-0.6	2.1	2.0	-0.9	1	0
> COC(=O)C1=CO[C@@H](O[C@@H]2OC(CO)[C@@H](O)[C@@H](O)[C@@H]2O)C2C1CC[C@]2(C)O (stereo partly specified)
→ 0.6	4	-2.5	8	-2.2	-1.1	-0.2	-1.4	-1.2	-1	-1
> Cc1ccc(F)cc1NC(=O)C1CCCN(c2ncccn2)C1 (stereo unspecified)
→ -0.5	0	-0.4	0	-0.1	0.5	-0.2	0.1	-1.3	-4	0
> CCN(CC(=O)Nc1c(F)cccc1F)C(=O)C1CC(=O)N(c2ccc3c(c2)OCCO3)C1 (stereo unspecified)
→ -0.2	6	3.0	0	2.4	0.1	-0.1	0.6	-0.9	-2	2
> CC(=O)Nc1ccc(S(=O)(=O)Nc2ccc(=O)n(Cc3ccc(Cl)c(Cl)c3)c2)cc1
→ 0.1	1	-0.3	7	1.4	0.0	0.6	-0.2	-1.2	1	-2
> O=S1(=O)c2ccc(Br)cc2OC[C@@H](Cc2ccccc2)N1Cc1cn(Cc2ccc(Cl)cc2)nn1
→ -0.2	-6	nt	8	2.6	-1.0	1.0	nt	-1.9	-6	6
> CCCCC(=O)N(c1ccc(OCC)cc1)C1C=CS(=O)(=O)C1 (stereo unspecified)
→ -0.9	0	0.2	-1	1.7	0.6	0.1	0.4	-1.2	-2	-2
> C=CCN1c2ccccc2[C@]23C[C@@H](C(=O)OC)N(C(=O)c4cccs4)C2=NC(C(=O)OC)=C(C(=O)OC)[C@H]13
→ 0.0	-10	-0.7	0	-0.8	-0.4	0.1	-1.0	-1.1	-1	-18
> CC(C)(C)C1c2[nH]c3ccccc3c2CCN1Cc1cccc(OCCO)c1 (stereo unspecified)
→ 4.5	-2	0.6	-13	3.6	0.1	3.2	3.8	-0.4	-3	-1
> CCOP(=O)(O)c1cccc(OCCOCCOc2cccc(P(=O)(O)OCC)c2)c1
→ 0.7	5	0.3	5	-1.0	0.0	0.0	-1.6	-1.1	-4	1
> CCCCn1c(SCC(=O)NCc2ccc3c(c2)OCO3)nnc1C(CC)N(C)C (stereo unspecified)
→ 0.4	-2	-1.4	9	-2.2	0.1	-0.6	1.0	0.6	-1	-2
> O=C(COC(=O)c1ccc(Br)cc1)NCC1CCCO1 (stereo unspecified)
→ 0.6	1	0.7	-2	-3.7	0.4	-1.2	-0.2	-0.1	-3	3
> COc1ccc(NC(=O)c2cc3c(CO)cnc(C)c3oc2=Nc2cc(OC)cc(OC)c2)cc1
→ 0.3	9	1.0	17	1.5	0.0	0.3	-0.9	-1.3	-1	0
> CCCCC(O)(CCCC)C(=O)NN(C(=O)OCC)c1ccccc1
→ -0.4	-6	-0.1	10	0.6	-0.5	-1.6	-1.5	-1.8	-3	2
> CCNc1ccc(C(=O)OCC)cc1NC(=O)c1cccc(N(C)C)c1
→ 0.7	1	-2.5	9	0.3	-1.4	-1.1	0.1	-1.1	1	-6
> NC(=O)c1nsc(C(=O)N(c2ccc3c(c2)OCO3)C(C(=O)NCC2CCCO2)c2ccc(F)cc2)c1N (stereo unspecified)
→ -9.3	-10	-1.8	-1	-3.0	-0.1	-1.1	-1.4	-0.7	-1	-3
> COc1cc2ccccc2cc1C(=O)N(CCN(C)C)c1nc2c(F)cccc2s1
→ -0.1	-3	0.2	3	1.4	1.1	6.4*	1.4	0.4	4	-10

Structures above that have a cyano group, in the order listed:
Sequence of screens: proKLK7 act	NPR1 activator	DAX1 inh-2	HGIII-sPLA2 inh	hgDAF-12 ag	DAX1 inh-1	hcDAF12 agonist	GAA850 FXN act	ssDAF-12 act	SMARCA2 act	GC-B act
> COc1cc2c(C(F)(F)F)c(-c3ccc(C#N)cc3)oc(=O)c2cc1OC
→ 1.2	3	0.5	0	-0.9	0.2	-1.6	3.3	-1.2	0	-6
> COC(=O)/C(C#N)=C/c1c(N2CCN(c3ccccc3)CC2)nc2ccccn2c1=O
→ 3.1	-3	0.2	-6	7.9	0.1	-0.1	-0.7	-0.5	3	-3

Source: PubChem BioAssay (several laboratories)
